GALK inhibitor: qHTS Assay for Inhibitors of Human Galactokinase (GALK). 270,000 tested, 0.007% active. P51570. Potency, µM (top dose mostly 57.5 µM), for the others: at the top dose activity change, negative = inhibition, most hits filed as inhibitors. Purified GALK, Kinase-Glo residual ATP luminescence; note: potency is the fitted concentration of half-maximal effect
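Human GALK (5 nM) with 35 uM ATP and 100 uM galactose in 20 mM HEPES pH 8.0, 5 mM MgCl2, 60 mM NaCl, 1 mM DTT, 0.01% BSA. After 1 h at room temperature, leftover ATP was read by Kinase-Glo Plus luminescence.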
B2AR arrestin: qHTS assay of beta-arrestin-biased ligands of beta2-adrenergic receptor; beta-arrestin recruitment to beta2AR, cell-based reporter; Potency, µM (series often up to 46.1 µM), inactives show at the highest dose activation, actives largely listed as activators; 330,000 tested, 0.02% active; AID 492947, 2010;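 note: potency is the fitted concentration of half-maximal effect; 0% = DMSO controls and full agonism = EC100 isoproterenol or metaproterenol; nearly all actives have a fitted effect of over 65% in size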
Target sequence (P07550 whole entry, looked up): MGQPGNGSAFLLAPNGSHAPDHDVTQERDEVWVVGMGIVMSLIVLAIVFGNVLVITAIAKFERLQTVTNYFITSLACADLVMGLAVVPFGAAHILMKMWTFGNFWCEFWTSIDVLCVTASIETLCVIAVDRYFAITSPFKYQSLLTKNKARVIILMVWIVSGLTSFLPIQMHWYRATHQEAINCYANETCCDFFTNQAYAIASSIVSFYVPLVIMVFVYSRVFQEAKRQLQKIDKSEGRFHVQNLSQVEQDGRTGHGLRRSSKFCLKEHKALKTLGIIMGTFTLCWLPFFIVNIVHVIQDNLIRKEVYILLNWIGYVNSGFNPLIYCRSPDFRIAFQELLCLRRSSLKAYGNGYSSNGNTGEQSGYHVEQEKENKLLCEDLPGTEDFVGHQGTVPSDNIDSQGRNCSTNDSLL
uPA surface inh: qHTS for Inhibitors of Cell Surface uPA Generation. Potency, µM (series often up to 38.3 µM), inactives show top-dose activity change, negative = inhibition, most hits filed as inhibitors. cell surface uPA generation assay, qHTS. 330,000 tested, 0.31% active; active = well fitted inhibition curve with a large enough effect; inconclusive = small, poorly fitted or top-dose-only effect; inactive = no such curve, though single readings can be large or run the other way; tested in mouse RAW 264.7 cells; note: potency is the fitted concentration of half-maximal effect; nearly all actives have a fitted effect of over 55% in size
Chronic BCR inh: qHTS Assay to Find Inhibitors of Chronic Active B-Cell Receptor Signaling | Potency, µM (doses to about 46.1 µM), inactives show at the highest dose ratio change, negative = lower green/red ratio, most hits filed as inhibitors | ABC-DLBCL IkBa-CBG/CBR reporter, luminescence ratio, 4 h | 340,000 tested, 0.05% active; active = well fitted inhibition curve with a large enough effect in the signal ratio, with a control signal flat, not every such curve was filed as active; inconclusive = small, poorly fitted or top-dose-only effect, or effect the other way, or a change in a side signal; the % refers to the signal ratio;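 note: potency is the fitted concentration of half-maximal effect; plate controls were basal doxycycline-induced cells for no effect and cells given 10 µM MG132 for full effect; MG132 reads +100%, hits lower the ratio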
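Concentration-response series (up to 46 uM) were applied to TMD8 dual-reporter cells for 4 h at 37C with doxycycline. Green/red ratio, after filter-overlap correction, defined %Activity; red signal alone was normalised to basal cells and zero luminescence.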
FBPA coupling cs: qHTS Assay for Inhibitors of Fructose-1,6-bisphosphate Aldolase from Giardia Lamblia: Coupling assay counterscreen | coupling enzyme system counterscreen, AmpLite Red fluorescence | activity change, negative = inhibition, % at 58.2 µM, hits read low | 290,000 tested, 0.67% active; in the data active = activity change below about -30%
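Activity here indicates interference with the coupling reaction, not aldolase inhibition. Compounds at 57.5 uM final met coupling enzymes for 10 min at RT; substrate and AmpLite Red detection followed, with a 525/598 nm fluorescence read after 20 min.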
Eya2 inh: qHTS Assay for Inhibitors of the Phosphatase Activity of Eya2. Potency, µM (doses to about 76.9 µM), without a hit: top-dose activity, negative = inhibition, hits mostly inhibitors. Protein phosphatase EYA2 (Homo sapiens), O00167. 330,000 tested, 0.006% active. recombinant Eya2, OMFP fluorescence dephosphorylation (OMFP is methylfluorescein phosphate); note: potency is the fitted concentration of half-maximal effect
Target sequence (O00167 whole entry, looked up): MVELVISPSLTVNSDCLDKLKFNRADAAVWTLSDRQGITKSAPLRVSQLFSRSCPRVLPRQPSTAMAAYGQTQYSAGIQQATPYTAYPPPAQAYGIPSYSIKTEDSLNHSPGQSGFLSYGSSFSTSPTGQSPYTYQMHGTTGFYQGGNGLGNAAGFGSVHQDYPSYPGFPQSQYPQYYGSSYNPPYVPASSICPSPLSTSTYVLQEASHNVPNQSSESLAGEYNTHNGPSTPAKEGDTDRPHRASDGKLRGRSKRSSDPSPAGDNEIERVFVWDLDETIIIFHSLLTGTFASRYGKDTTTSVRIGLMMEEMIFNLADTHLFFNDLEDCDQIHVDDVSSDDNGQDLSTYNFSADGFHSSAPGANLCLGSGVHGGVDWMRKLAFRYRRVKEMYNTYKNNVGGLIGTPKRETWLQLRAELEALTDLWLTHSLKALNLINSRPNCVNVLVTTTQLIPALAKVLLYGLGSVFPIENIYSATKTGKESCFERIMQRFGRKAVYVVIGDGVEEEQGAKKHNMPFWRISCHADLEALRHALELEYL
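Eya2 protein (added as 0.2 uM solution) was preincubated with compound for 10 min at ambient temperature in 50 mM HEPES pH 7.5, 50 mM NaCl, 5 uM MgCl2, 0.05% BSA, 1 mM DTT. OMFP (added at 50 uM) then reacted 10 min; fluorescence read at 485/525 nm.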
KCNH2 3.1 inh: qHTS for Inhibitors of KCHN2 3.1: Mutant qHTS; Potassium voltage-gated channel subfamily H member 2, brain isoform KCNH2 3.1 (human); activity change, % (tested at about 1.8 µM); 340,000 tested, 0.95% active; U2OS KCNH2 3.1, thallium flux FluxOr; stronger effect = lower value;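 active = maximum activity change below -70%; inconclusive = maximum activity change from -70% to -50%; inactive = maximum activity change above -50%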;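 note: thallium influx rate constant from kinetic fluorescence after stimulation buffer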
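Steps: virus added to U2OS suspension (4 h, RT, dark); medium with 10% FBS added, cells plated, 37 C overnight; FluxOr/Red40 loading buffer 45 min RT; stimulation buffer, 2 min kinetic read; rate constant normalized.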
PKM2 act: qHTS Assay for Activators of Human Muscle isoform 2 Pyruvate Kinase; AID 1631, 2009; purified PKM2, Kinase-Glo ATP luminescence, activation; response scale: 0% is enzyme alone, no compound; Potency, µM (doses to about 57.5 µM), inactives show at the top dose activation, actives largely listed as activators; 260,000 tested, 0.34% active; note: potency is the fitted concentration of half-maximal effect; nearly all actives have a fitted effect of over 55% in size
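Purified hPK-M2 (>95% pure) converted ADP (0.1 mM final) to ATP with 0.5 mM PEP in 50 mM imidazole pH7.2, KCl, MgCl2, Tween 20, BSA; 1 h at room temperature. ATP detected by Kinase-Glo luminescence.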
KCNH2 WT inh: qHTS for Inhibitors of KCHN2 3.1: Wildtype qHTS; Voltage-gated inwardly rectifying potassium channel KCNH2 (Homo sapiens), Q12809; U2OS, BacMam KCNH2, thallium flux FluxOr; stronger effect = lower value; activity change, % at 1.84 µM; 340,000 tested, 0.37% active;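 active = maximum activity change below -70%; inconclusive = maximum activity change between -70% and -50%; inactive = maximum activity change above -50%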
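U2OS cells transduced with wild-type KCNH2 virus are loaded with FluxOr dye for 45 min, and thallium flux is measured in kinetic reads before and after stimulation buffer. Rate constants are normalized to DMSO controls.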
Giardia kill: Small Molecules that selectively kill Giardia lamblia: qHTS; Giardia lamblia trophozoite viability; activity change, % at 7.66 µM, hits read low; 340,000 tested, 0.15% active; AID 540267, 2011; in the data active = activity change below about -80%; inconclusive = between about -30% and that limit;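 note: parasites exposed to compound for two days anaerobically before the ATP read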
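Media and compound were dispensed first, then trophozoites at 100 cells/well; plates sat 48 hrs at 37 deg C without oxygen before ATP luminescence reagent was added and read after 15-30 min at room temperature.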
USP2a block: qHTS Assay for Inhibitors of Ubiquitin-specific Protease USP2a Using CHOP2 as the Reporter. AID 463254, 2010. 330,000 tested, 0.01% active. USP2 core, Ub-CHOP2 coupled fluorogenic reporter, 485/531. Ubiquitin carboxyl-terminal hydrolase 2 (Homo sapiens), O75604. Potency, µM (series often up to 38.3 µM), for inactives: top-dose activity change, negative = inhibition, actives largely listed as inhibitors;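 note: potency is the fitted concentration of half-maximal effect; plate controls were DMSO wells for no effect and full inhibition by NEM control for full effect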
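USP2 core (10nM final) preincubated 30min RT with compound in 20mM Tris-HCl pH 8.0, 2mM CaCl2, 2mM beta-mercaptoethanol, 0.05% CHAPS; 25nM Ub-CHOP2 plus 25nM reporter substrate added, fluorescence (Ex485/Em531) read after 60min.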
* = called active by the depositor; ? = inconclusive; . = not tested or not shown; & = joins results of further samples. Unless noted, calls come from the whole dose curve; as a rule, active = well fitted curve in the direction sought with a large enough effect; inconclusive = small, poorly fitted or top-dose-only effect, or another doubt; inactive = no such curve, though single readings can be large; an effect the other way counts as inactive or inconclusive. Unless noted, % is set by controls: 0 for no effect and ±100 for the full control effect.

SMILES	GALK inhibitor	B2AR arrestin	uPA surface inh	Chronic BCR inh	FBPA coupling cs	Eya2 inh	KCNH2 3.1 inh	PKM2 act	KCNH2 WT inh	Giardia kill	USP2a block
COc1ccc(NS(=O)(=O)c2ccc(NC(=O)C(C)(C(F)(F)F)C(F)(F)F)cc2)nn1	-1.3%	-0.8%	7.7%	0.5%	0.7	9.3%	1.0	-1.6%	0.2	20.7	5.3%
CCOC(=O)C1CCCN(C(=O)CN2C(=O)C(CC)Oc3ccc(C)cc32)C1 (configuration not stated)	-0.1%	-0.3%	-4.4%	-1.8%	-2.2	-19.9%	15.6	-6.6%	10.2	5.5	-1.6%
Cc1c(C(=O)N2CCCC(C(F)(F)F)C2)oc2ccccc12 (configuration not stated)	.	-0.3%	-6.8%	?	.	?	3.6	.	-3.3	-13.9	0.5%
Cc1ccc(CSc2nnc(-c3cccnc3)n2N)cc1	-1.4%	-0.6%	2.3%	-14.2%	-1.1	-12.9%	-2.1	-3.6%	-18.3	9.6	3.6%
CN(Cc1ccccc1)CC(O)COc1ccc(CNCc2ccc(Cl)s2)cc1 (configuration not stated)	9.8%	-1.1%	-10.5%	?	2.0	5.4%	-8.7	1.9%	10.9	20.5	-3.7%
O=C(Nc1nc2ccccc2[nH]1)c1ccccc1	2.6%	-0.1%	-15.9%	?	0.6	10.5%	1.1	-56.6%	-29.6	?	3.4%
CCOC(=O)NC1CCS(=O)(=O)C1 (configuration not stated)	7.2%	-0.3%	-1.0%	-0.6%	0.2	10.3%	12.5	-7.3%	-2.4	-18.2	4.3%
COc1ccc(C(C(=O)NCC2CCCO2)N(Cc2ccco2)C(=O)c2snc(C(N)=O)c2N)cc1OC (configuration not stated)	-1.1%	-0.4%	3.9%	-0.4%	-1.0	22.4%	-6.8	.	-0.4	-17.1	4.1%
C/C(=N\NC(=O)c1nnn(-c2nonc2N)c1C)c1ccc(-c2ccccc2)cc1	-0.5%	4.1%	1.5%	-7.1%	0.5	20.2%	3.9	-2.5%	-3.4	-24.8	-1.5%
COc1cc(CN2CCN(C(=O)CC(C)C)CC2)cc(OC)c1OC	-1.4%	-0.2%	-1.4%	-4.9%	5.3	-2.0%	5.2	3.8%	7.0	2.6	3.4%
COc1cc(OC)cc(C(=O)Nc2ccc(S(=O)(=O)Nc3ccccn3)cc2)c1	1.0%	-0.9%	-8.5%	?	1.7	-4.7%	-21.2	1.9%	4.1	11.2	-1.9%
Cc1cccc(CNc2ncnc3ccc(-c4ccc5c(c4)OCCO5)cc23)c1	.	-0.3%&2.8%	?	?	.	-1.4%&-16.0%	.	.	.	3.2	0.4%&-2.6%
CC1(C)O[C@H]2CC(=O)OC[C@]23[C@H]2CC[C@@]4(C)[C@H](c5ccoc5)OC(=O)[C@H]5O[C@]54[C@]2(C)[C@@H](O)C[C@@H]13	.	-0.1%	6.4%	-0.9%	.	10.6%	-10.4	.	-11.5	0.9	0.0%
O=C(CSc1n[nH]c(-c2ccccn2)n1)Nc1ccccc1	-3.0%	0.2%	-14.2%	0.1%	.	-2.1%	1.7	34.2%	3.0	-11.0	3.8%
O=C1c2ccccc2-c2ncnc3c(N4CCOCC4)cc(N4CCOCC4)c1c23	-1.7%	-0.5%	8.9%	11.5%	-4.7	3.2%	-1.0	4.2%	5.0	23.7	7.0%
CCn1c(SCC(=O)Nc2cc(C)on2)nc2c(c1=O)SC(C)C2 (configuration not stated)	0.7%	0.3%	1.7%	-7.5%	2.5	-4.9%	0.2	14.4%	0.1	-4.0	-2.2%
O=C1c2ccccc2[C@@H]2C[C@H]3O[C@H]3CCN12	.	0.1%	7.8%	0.2%	.	-21.6%	11.1	.	4.1	-1.8	0.7%
Cc1nnc(Oc2ccccc2F)c2ccccc12	2.7%	0.4%	-4.4%	?	0.9	-6.2%	-1.0	-4.0%	26.4	-1.7	1.3%
COc1ccc(C2=NOC(Cn3nc(C(=O)NCc4ccccc4OC)cc3-c3ccccc3)C2)cc1 (configuration not stated)	.	-0.1%	4.9%	2.0%	.	10.3%	-29.7	.	25.3	-4.3	-1.1%
O=C(Nc1ccc2c(c1)OCCO2)c1cccc(S(=O)(=O)N2CCCCC2)c1	-3.4%	-0.1%	-4.3%	13.5%	-1.6	4.6%	-15.9	-4.7%	-22.7	-4.9	1.6%
Cc1ccc(-n2c(C)c3c(C)nnc(C)c3c2C)cc1	6.2%	0.1%	.	-1.8%	-1.1	21.0%	.	-1.7%	.	.	-5.3%
CCc1nc2sc(C(=O)O)c(N)c2c2c1CCCC2	-1.1%	-1.0%	-2.1%	19.9%	13.7	2.5%	-7.6	2.6%	31.4	8.3	2.9%
CCCCc1nnc(NC(=O)C2CCCO2)s1 (configuration not stated)	-2.2%	0.2%	17.6%	?	-1.4	-4.1%	15.8	-3.3%	-21.0	-5.3	4.4%
CCn1c(C)nc2cc(C(=O)NNC(=S)Nc3ccc(Cl)cc3Cl)ccc21	-1.0%	0.8%	-1.3%	14.6%	-2.9	-19.7%	-22.4	-21.6%	-0.2	9.0	-11.8%
CC(OC(=O)CCCc1c[nH]c2ccccc12)C(=O)Nc1ccc(S(N)(=O)=O)cc1 (configuration not stated)	.	-0.3%	-1.0%	-1.1%	.	0.7%	-2.9	.	6.6	-2.3	-1.5%
Cc1ccc(S(=O)(=O)N/N=C/c2cn(C)nc2C)cc1	-3.4%	-0.1%	-1.5%	1.3%	0.2	2.3%	14.0	-3.0%	-7.4	-2.1	0.8%
CC(N)C12CC3CC(CC(C3)C1)C2 (configuration not stated)	3.7%&-0.2%	-1.1%&-0.2%	9.9%&-8.2%	0.6%&0.7%	-0.1&1.2&3.6&-0.1	16.0%&7.4%	9.0&3.8	-2.4%&1.0%	1.3&4.2	6.5&-13.5	-0.9%&11.3%
NS(=O)(=O)c1cc2c(cc1Cl)NC(Cc1ccccc1)NS2(=O)=O (configuration not stated)	-1.3%	0.1%	9.9%	6.4%	-3.2	1.0%	-3.5	-0.7%	4.2	-11.1	1.8%
CC(C)Oc1ccc(C(=O)/C=C2/C(=O)Nc3ccccc32)cc1	-6.8%	-0.2%	-10.4%	?	-0.5	0.2%	0.4	.	15.7	-12.8	0.8%
O=C(c1c(F)cccc1F)N(Cc1ccccn1)C1CCCC1	0.0%	-0.2%	.	-13.2%	0.2	8.6%	-24.7	-2.6%	-10.2	-9.9	-0.8%
CCOc1cc(NC(=S)NCCCN2CCOCC2)c(OCC)cc1NC(=O)c1ccc(OC)cc1	10.1%	-0.1%	0.7%	0.4%	-20.1	-7.0%	-4.6	-7.6%	-0.5	11.4	0.5%
CN(C)S(=O)(=O)c1ccc(NC(=O)COC(=O)Cn2[nH]c(=O)c3ccccc3c2=O)cc1	.	-0.3%	3.1%	0.6%	0.6	8.5%	8.5	-11.3%	0.3	-1.9	2.2%
CCCCCC(=O)Nc1ccc(Cl)cn1	8.7%	0.1%	6.9%	3.0%	2.0	-13.9%	-6.9	-18.6%	-17.4	1.0	-3.7%
Cc1nn2c(NCc3ccccn3)c3c(nc2c1-c1ccccc1)CCC3	4.6%	0.0%	2.8%	?	0.3	-2.2%	2.7	-1.4%	-4.0	-12.8	0.0%
CN(C1CCCCC1)S(=O)(=O)c1ccc(NC(=O)CCC(=O)O)cc1	0.4%	-0.4%	2.1%	-1.0%	8.7	-0.2%	2.1	-6.1%	4.4	22.5	0.5%
COc1cccc2cc(-c3nc4ccccc4o3)c(=O)oc12	-2.2%	0.3%	-2.9%	-14.0%	1.0	-6.0%	8.4	1.2%	6.2	10.0	0.5%
O=C(COc1ccc2c(c1)oc(=O)c1ccccc12)NCCCN1CCOCC1	7.9%	-0.6%	?	10.9%	1.3	-12.2%	2.6	.	-7.3	-11.3	-2.5%
COc1ccc(CN(C(=O)CSc2nnc(-c3c[nH]c4ccccc34)o2)c2ccc(F)cc2)cc1OC	-1.7%	-0.1%	-2.0%	?	2.0	-1.0%	-4.6	8.4%	-279.9*	5.3	-3.5%
COc1ccc2cc(C(=O)NCCCN3CCCC3=O)[nH]c2c1	-2.0%	0.2%	-7.1%	4.8%	-0.4	-2.9%	8.9	.	-8.0	-25.4	1.3%

Screens (PubChem)
